Compound activity: PubChem, several laboratories
CYP2C9 act: increases human cytochrome P450 2C9 activity | P11712 | recombinant CYP2C9, luciferin-H conversion, luminescence; stronger effect = higher value; factor 1 = untreated enzyme, 0 = blocked | activation factor at 5 µM | actives 1.4% (n = 96,000) | AID 1024;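 active = activation factor of 2 or more for CYP2C9 at a 5 µM dose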;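 note: 0 = sulfaphenazole-blocked wells and 1 = vehicle-only wells; values of inactives mirror those of a sister screen read the other way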
Target sequence (P11712 whole entry, looked up): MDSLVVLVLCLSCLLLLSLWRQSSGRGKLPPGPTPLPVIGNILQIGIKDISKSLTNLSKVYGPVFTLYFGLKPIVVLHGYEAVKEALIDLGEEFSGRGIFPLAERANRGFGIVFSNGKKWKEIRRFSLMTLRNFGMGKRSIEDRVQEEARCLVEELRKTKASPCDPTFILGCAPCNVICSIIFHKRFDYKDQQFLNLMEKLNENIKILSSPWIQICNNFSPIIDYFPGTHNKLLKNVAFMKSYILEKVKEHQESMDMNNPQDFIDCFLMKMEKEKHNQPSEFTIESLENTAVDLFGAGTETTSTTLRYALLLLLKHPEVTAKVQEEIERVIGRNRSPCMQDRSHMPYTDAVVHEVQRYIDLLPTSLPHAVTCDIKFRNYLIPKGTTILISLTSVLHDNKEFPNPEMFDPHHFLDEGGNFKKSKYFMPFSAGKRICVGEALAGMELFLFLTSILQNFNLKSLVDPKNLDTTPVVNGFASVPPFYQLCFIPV
CYP2C9 inh: inhibitors of human CYP2C9; CYP2C9 Supersomes, luciferin-H conversion, luminescence; inhibition, % at 5 µM; actives 20% (n = 96,000); AID 777;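 active = blocking of liver enzyme CYP2C9 beyond about 50% at 5 µM, limit read from the data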; note: values of inactives mirror those of a sister screen read the other way
Candida biofilm: kills Candida albicans biofilms | inhibition, % at 6 µM | AID 834 | actives 0.14% (n = 85,000) | C. albicans biofilm + clotrimazole, Alamar Blue;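 active = inhibition above 20%; inactive = inhibition below 20%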;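 note: preformed 24 hr biofilms exposed to compound for 48 hr; 0% = biofilm without compound and 100% = blank killed by clotrimazole plus chlorhexidine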
* marks the source's active call; other numbers are inactive results.

entry	SMILES	CYP2C9 act	CYP2C9 inh	Candida biofilm
1	COc1cc(CC(=O)Nc2nccs2)cc(OC)c1OC	0.6	41	6
2	O=C(Nc1ccc(Cl)cc1)C1CC2CCCC(C1)C2=O (configuration not stated)	0.9	6	1
3	Cc1ccc(S(=O)(=O)NC(=O)NC(C)(C)C)cc1	0.9	12	2
4	O=C(COC(=O)c1ccccc1NC(=O)c1ccco1)NCCC1=CCCCC1	0.2	84*	0
5	COc1ccccc1OCCOc1ccccc1/C=N/n1cnnc1	0.8	19	3
6	CCN(CC)S(=O)(=O)c1cc(C(=O)NC2CCCCC2)ccc1C	0.4	65*	1
7	CCCC(=O)Nc1cccn(Cc2ccccc2Br)c1=O	0.6	43	5
8	CCCC(=O)n1nc(-c2ccco2)nc1SCc1ccccc1	1.1	-8	10

Next section
entry	SMILES	CYP2C9 act	CYP2C9 inh	Candida biofilm
9	CCN(CC)CC(=O)N(CC(=O)Nc1c(C)cc(C)cc1C)C1CCCCC1	0.9	8	4
10	CN1CCN(S(=O)(=O)c2cccc(C(=O)Nc3sc4c(c3C(N)=O)CCCC4)c2)CC1	0.7	33	3
11	Cn1cccc1Cc1nnc(SCC(=O)Nc2ccc3c(c2)OCCO3)n1-c1ccc(F)cc1	0.7	30	6
12	CCn1c(C2CC(=O)N(c3cc(C)cc(C)c3)C2)nc2ccccc21 (configuration not stated)	1.5	-47	5
13	CCOC(=O)c1ccc(N2C(=O)CC(SCC(N)C(=O)OCC)C2=O)cc1 (configuration not stated)	1	-4	6
14	COC(=O)c1ccccc1NC(=O)c1noc2c1CCCC2	1	-2	3
15	CC1Cc2ccccc2N1C(=O)CSc1nnnn1Cc1ccccc1 (configuration not stated)	0.2	84*	0
16	CCc1ccc(C2CC(c3ccccc3Cl)Nc3nc(N)nn32)cc1 (configuration not stated)	0.9	6	5

(continued)
entry	SMILES	CYP2C9 act	CYP2C9 inh	Candida biofilm
17	COc1ccccc1N1CCN(Cc2nc3ccccc3c(=O)n2CC(C)=O)CC1	0.6	44	9
18	CCCCc1n[nH]c2c1C(=O)CC(C)(C)C2	0.6	38	6
19	COCC(C)n1c(COc2ccccc2F)nnc1SCc1c(C)noc1C (configuration not stated)	0.9	12	7
20	Cc1sc2ncnc(Oc3ccc(-n4ccnc4)cc3)c2c1C	0	99*	4
21	CCOC(=O)C1CCN(C(c2ccc(OC)c(OC)c2)c2sc3nc(C)nn3c2O)CC1 (configuration not stated)	0.9	7	6
22	O=C(NCCN1C(=O)C2C3C=CC(C3)C2C1=O)Nc1ccccn1 (configuration not stated)	1.2	-16	15
23	CCC1CCCCN1C(=O)COC(=O)c1ccc(S(=O)(=O)N2CCOCC2)cc1 (configuration not stated)	1	1	2
24	O=C(NCc1ccccc1)C1CCN(C(=O)NCc2ccccc2)CC1	1	3	7

Five records picked at random from the list so far, as already listed:
entry	SMILES	CYP2C9 act	CYP2C9 inh	Candida biofilm
20	Cc1sc2ncnc(Oc3ccc(-n4ccnc4)cc3)c2c1C	0	99*	4
23	CCC1CCCCN1C(=O)COC(=O)c1ccc(S(=O)(=O)N2CCOCC2)cc1 (configuration not stated)	1	1	2
21	CCOC(=O)C1CCN(C(c2ccc(OC)c(OC)c2)c2sc3nc(C)nn3c2O)CC1 (configuration not stated)	0.9	7	6
24	O=C(NCc1ccccc1)C1CCN(C(=O)NCc2ccccc2)CC1	1	3	7
19	COCC(C)n1c(COc2ccccc2F)nnc1SCc1c(C)noc1C (configuration not stated)	0.9	12	7

The results go on.
entry	SMILES	CYP2C9 act	CYP2C9 inh	Candida biofilm
25	CSc1ccc(S(=O)(=O)N2CCN(Cc3ccc4c(c3)OCO4)CC2)cc1	0.6	42	-3
26	c1ccc(Cn2ncc3c(N4CCCCC4)ncnc32)cc1	0.7	30	4
27	CCCCn1c2nc3ccccc3nc2c2c(=N)oc(C)nc21	0.5	48	2
28	COc1ccc(O)c(C(=O)c2cnn(C(=O)c3cc(C)oc3C)c2)c1	1.2	-17	5
29	O=C(CSc1nc2ccccc2c(=O)n1Cc1ccc(C(=O)NC2CC2)cc1)NCc1ccco1	0.5	53*	-3
30	CC1CC(=O)Nc2ccccc2S1(=O)=O (configuration not stated)	1.2	-20	5
31	Cc1nc(SCC(=O)NCc2ccccc2)c2c(=O)n(C)c(=O)n(C)c2n1	1	3	4
32	CC(=O)N1CCN=C1SCc1ccc(C)cc1	0.7	29	-15

(list continues)
entry	SMILES	CYP2C9 act	CYP2C9 inh	Candida biofilm
33	Cc1ccc(-c2oc3ccccc3c(=O)c2O)cc1	0.9	6	3
34	CS(=O)c1nc(-c2ccc(Br)cc2)cc(-c2ccccc2)c1C#N (configuration not stated)	0.2	83*	2
35	CN(C)S(=O)(=O)c1cccc(-c2nnc(SCc3ccc4c(c3)OCCO4)o2)c1	0.1	92*	2
36	CCOC(=O)c1cnc2nc(Cc3ccccc3)[nH]n2c1=O	1	-1	4
37	Cc1ccccc1NC(=O)Nc1cccs1	0.9	7	4
38	COc1cccc(-c2nc(C(N)=O)c3[nH]c(=O)n(-c4cccc(Cl)c4)c3n2)c1OC	1	-1	16
39	CC(=O)Nc1ccc(-n2c(C)c(C(C)=O)c(C(C)=O)c2C)cc1	1	-3	4
40	CC(=O)c1ccc(NC(=O)C2CCCNC2=O)cc1 (configuration not stated)	1	2	4

New compounds follow.
Every second line gives: CYP2C9 act, CYP2C9 inh, Candida biofilm
#41 COc1ccc(N2CC(C(=O)NCc3ccccc3)CC2=O)cc1 (configuration not stated)
  1.1, -8, 2
#42 CC1CC(C)CN(C(=O)CSCC(=O)Nc2nc(-c3cccs3)cs2)C1 (configuration not stated)
  0.2, 84*, 8
#43 COC(=O)c1ccccc1NC(=O)CN1C(=O)CSC1=O
  1.1, -8, 8
#44 COc1ccc(CCNC(=O)C2CCN(c3nn4c(=O)cc(C)nc4s3)CC2)cc1OC
  1.1, -12, 4
#45 CC1(C)CC(=O)C2=C(C1)Nc1ccccc1NC2c1ccccn1 (configuration not stated)
  1, 4, 6
#46 CC(=O)N1CCc2c(sc(NC(=O)C3CC3)c2-c2nc3ccccc3s2)C1
  0.6, 38, 6
#47 CC1CCCCC1NC(=O)C1CCN(C(=O)c2sccc2-n2cccc2)CC1 (configuration not stated)
  0.9, 7, 6
#48 CC(C)COc1ccc(-c2nnc(-c3ccco3)o2)cc1
  0.8, 20, 7
#49 Nc1c(C(=O)NCc2ccccc2)nnn1Cc1ccc(F)cc1
  0.9, 8, 4
#50 COc1ccc(NC(=O)CSc2nc3c(cc2C#N)CN(C)CC3)cc1
  0.3, 66*, 7
#51 CCOc1ccc2nc(NC(=O)CSc3nc4c(c(=O)n(C)c(=O)n4C)n3CC)sc2c1
  0.5, 52*, 7
#52 CCCn1c(=O)c2c(c3ccccc31)OCC(=O)N2
  1.1, -12, 7
#53 CCSc1nnc(NC(=O)c2cccs2)s1
  0.7, 29, 4
#54 CCCOc1nc2c(c(=O)n(C)c(=O)n2C)n1CCC
  0.8, 23, -3
#55 CCn1c2ccccc2c2nnc(SCC(=O)NCc3cccs3)nc21
  0.6, 36, -7

From no. 53 up to 55, copied from above:
Every second line gives: CYP2C9 act, CYP2C9 inh, Candida biofilm
#53 CCSc1nnc(NC(=O)c2cccs2)s1
  0.7, 29, 4
#54 CCCOc1nc2c(c(=O)n(C)c(=O)n2C)n1CCC
  0.8, 23, -3
#55 CCn1c2ccccc2c2nnc(SCC(=O)NCc3cccs3)nc21
  0.6, 36, -7

(list continues)
Every second line gives: CYP2C9 act, CYP2C9 inh, Candida biofilm
#56 COc1cc(OC)c(CN2CCN(c3ccc(F)cc3)CC2)cc1Br
  0.9, 11, 2
#57 Brc1ccc2c(c1)CNc1c(ncnc1N1CCOCC1)O2
  0.4, 58*, 5
#58 C=C(C)Cn1c(CCNC(=O)C(C)(C)C)nc2ccccc21
  1, -2, 10
#59 Cc1cccc(N2CCN(C(=O)C3CCN(S(=O)(=O)c4cnc[nH]4)CC3)CC2)c1C
  0.7, 30, 7
#60 CCN(CC)C(=O)C1CCCN(Cc2ccc(N(C)C)cc2)C1 (configuration not stated)
  1, -1, 5
#61 Cc1ccc2cccc(OCC(=O)NCc3ccco3)c2n1
  1.2, -22, 9
#62 CCc1ccc(N(CC)c2ncnc3nc[nH]c23)cc1
  1, 3, 14
#63 Cc1noc(C)c1COC(=O)C1(c2cccc(F)c2)CCCC1
  0.4, 56*, 8
#64 CCSc1nnc(NC(=O)c2cc3c(s2)CCCC3)s1
  0.9, 7, 3
#65 CSc1nc(SC)c2c3c(oc2n1)COC(C)(C)C3
  1, -1, 11
#66 O=C1OCCC1Sc1nc2ccccc2[nH]1 (configuration not stated)
  1, 1, 5
#67 Cc1ccc(C(=O)N2CCN(c3ccccc3)CC2)cc1C
  1.5, -47, -4
#68 CCOC(=O)N1CCN(S(=O)(=O)c2cc(Br)cc3c2N(C(C)=O)C(C)C3)CC1 (configuration not stated)
  0.5, 50, 4
#69 Cc1nc2cc(-c3ccc(F)cc3)nn2c(N2CCOCC2)c1C
  0.9, 9, -3
#70 O=C(C1CCCN(S(=O)(=O)c2ccc(F)cc2)C1)N(Cc1cccs1)C1CC1 (configuration not stated)
  0.3, 73*, -2

Next section.
Every second line gives: CYP2C9 act, CYP2C9 inh, Candida biofilm
#71 CC1(C)Cc2c(c(N3CCOCC3)nc3snc(N)c23)CO1
  0.7, 35, -2
#72 N#Cc1ccc(-c2cccnc2)nc1SCC(=O)Nc1sc2c(c1C#N)CCC2
  1, -2, 6
#73 O=C(Cn1cnc2c(cnn2-c2ccccc2)c1=O)N1CCN(c2ccc(F)cc2)CC1
  1.1, -12, 1
#74 COCCN(CCOC)S(=O)(=O)c1ccc(C(=O)NCCCN2CCOCC2)cc1
  1, -3, 0
#75 CCCc1nc2sc3c(SCC(=O)NCc4ccco4)ncnc3c2c2c1CCC2
  0.6, 43, 7
#76 CCc1ccc2[nH]c(=O)c(C(c3nnnn3CC3CCCO3)N3CCCc4ccccc43)cc2c1 (configuration not stated)
  1, -3, 9
#77 Cc1c(C(=O)N2CC(C)OC(C)C2)oc2ccccc12 (configuration not stated)
  1.6, -64, 6
#78 Cc1cc(C)n(-c2nc3ccccc3c3nc(C)nn23)n1
  0.9, 7, 4
#79 O=C(Nc1ccc2c(c1)CCC2)C1CCN(c2ncccn2)CC1
  0.8, 19, 8
#80 O=C(CSc1ncn(-c2ccccc2)n1)Nc1ccc2c(c1)OCO2
  0.1, 90*, -1
#81 [O-][N+]1=C2CCC/C(=N\O)C2=NC12CCCCC2
  0.9, 14, -2
#82 CC1CCCCC1NC(=O)CCS(=O)(=O)c1cccc2nonc12 (configuration not stated)
  0.9, 8, 3
#83 CCNC(=O)CSc1nc2cc(OC)c(OC)cc2c(=O)n1CCC1=CCCCC1
  0.5, 52*, 2
#84 CCCn1c(CN(Cc2ccccc2)Cc2ccccc2)nc2c1c(=O)n(C)c(=O)n2C
  0.1, 87*, 25*
#85 N#Cc1c(N)c(C#N)c(-c2ccc3c(c2)OCO3)c2c1CCCC2
  1, -2, 1
#86 CCOc1ccc(NC2=NC(C)(C)N=C(N)N2)cc1
  1.1, -10, 7

An excerpt (hit frequency here may not be typical).
